GRP78 ERSR act – inducers of ER stress response in human glioma cells | 420,000 tested, 0.02% active | Potency, µM, for the others: at the highest dose activation, actives largely listed as activators | AID 602332 | U87-MG GRP78 promoter luciferase reporter, 16 h; note: potency is the fitted concentration of half-maximal effect; series mostly up to about 76 µM; % of control where 0% means no effect; nearly all actives have a fitted effect of over 35% in size
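Stably transfected U87-MG glioma cells carrying a GRP78-based luciferase sensor; 16 h compound incubation. Luminescence end-point read 10 min after Bright-Glo addition at room temperature.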
ERG Ets-DNA blk – ERG Ets/DNA interaction inhibition | P11308 | fluorescence polarization, His-ERG Ets domain / labelled DNA | Potency, µM (titrated, usually from 76.9 µM), without a hit: top-dose FP activity, negative = inhibition, most hits filed as inhibitors | 370,000 tested, 0.028% active; active = well fitted inhibition curve with a large enough effect in the polarisation, with a control signal flat; inconclusive = small, poorly fitted or top-dose-only effect, or effect the other way, or a change in a side signal; inactive = no such curve, though single readings can be large or run the other way; the % refers to the polarisation;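 note: polarization taken with two DNA probes labelled with fluorescein and Texas red; potency is the fitted concentration of half-maximal effect; % of control where 0% means no effect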
Target sequence (P11308 whole entry, looked up, the tested form may be a part): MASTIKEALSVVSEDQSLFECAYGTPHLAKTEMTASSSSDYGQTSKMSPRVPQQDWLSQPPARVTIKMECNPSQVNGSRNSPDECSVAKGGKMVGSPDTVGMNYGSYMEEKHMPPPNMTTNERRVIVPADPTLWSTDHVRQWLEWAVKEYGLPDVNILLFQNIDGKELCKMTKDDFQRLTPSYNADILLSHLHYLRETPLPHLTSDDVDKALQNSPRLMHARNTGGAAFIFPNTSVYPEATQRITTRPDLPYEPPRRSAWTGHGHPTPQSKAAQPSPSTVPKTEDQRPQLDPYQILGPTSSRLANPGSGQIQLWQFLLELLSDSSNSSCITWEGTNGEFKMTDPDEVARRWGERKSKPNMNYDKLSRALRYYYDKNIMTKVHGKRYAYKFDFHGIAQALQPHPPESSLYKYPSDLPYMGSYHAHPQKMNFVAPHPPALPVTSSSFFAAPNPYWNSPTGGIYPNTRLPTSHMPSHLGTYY
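His-tagged ERG Ets domain (1 uM in the protein solution; 300mM KCl, 50mM Tris-HCl, 1mM EDTA, 1mM DTT, pH 7.5) received compound, then a probe mix of 5 nM fluorescein-DNA and 100nM Texas-615-DNA. Fluorescence polarization was read for both dyes.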
D2 antag – antagonists of human D2 dopamine receptor | inhibition, % at 10 µM | AID 485344 | 340,000 tested, 2% active | P14416 | HEK293 TREx D2 cells, calcium flux, dopamine EC80; in the data active = inhibition above about 30%; note: 0% is about no effect
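Calcium mobilization kinetics were recorded at 1 s intervals in tetracycline-induced HEK293 T-REx D2 cells, first for 180 s after compound addition and then 180 s after EC80 dopamine.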
RGS4 inh – blocks human RGS4-accelerated GTP hydrolysis; Transcreener GDP fluorescence polarization, RGS4-accelerated GTP hydrolysis; Potency, µM (doses to about 114 µM), for inactives: at the top dose activity change, negative = inhibition, hits mostly inhibitors; 390,000 tested, 0.039% active; AID 504845; note: potency is the fitted concentration of half-maximal effect; % is set by controls: 0 for no effect and ±100 for the full control effect; nearly all actives have a fitted effect of over 75% in size; some results filed as inactive show a strong effect at the top dose
Target sequence (P49798 whole entry, looked up): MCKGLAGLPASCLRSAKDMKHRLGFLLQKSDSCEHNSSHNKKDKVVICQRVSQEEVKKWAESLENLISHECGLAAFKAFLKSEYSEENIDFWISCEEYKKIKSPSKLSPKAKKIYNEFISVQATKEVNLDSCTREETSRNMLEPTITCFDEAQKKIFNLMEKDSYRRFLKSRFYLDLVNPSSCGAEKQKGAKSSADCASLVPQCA
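MLSMR compounds (23 nl, pin-transferred) preincubated 10 min at room temperature with a 500nM (2x) first reagent, then RGS4 at 900nM (2x) plus Transcreener GDP mix added; fluorescence polarization (620/688 nm) read before and after 90 min at 30 °C.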
D2 agonist – agonists of human D2 dopamine receptor. activation, % at 2 µM. P14416. 340,000 tested, 0.53% active. HEK293 T-REx D2 cells, calcium flux agonist mode;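 active = activation over 3 SD above normal in the single-dose calcium agonist read, cut at about 30% in these data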; note: 0% is about no effect
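In this primary screen, compounds producing a positive calcium signal within 180 s of addition to tetracycline-induced, force-coupled HEK293 Trex D2 cells are flagged; cells are dye-loaded with a no-wash calcium kit beforehand.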
Vif-APOBEC3G blk – Vif-A3G binding inhibition; Q9HC16; HeLa A3G-eYFP + Vif (tagged APOBEC3G with the HIV-1 protein that degrades it), YFP fluorescence, overnight; Potency, µM (highest dose often 46.1 µM), inactives show at the top dose activity, negative = active, hits mostly inhibitors; 410,000 tested, 0.076% active; AID 602310;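 note: potency is the fitted concentration of half-maximal effect; % is set by controls: 0 for no effect and ±100 for the full control effect; nearly all actives have a fitted effect of over 60% in size; hits raise eYFP signal because A3G escapes Vif-driven loss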
Target sequence (Q9HC16 whole entry, looked up): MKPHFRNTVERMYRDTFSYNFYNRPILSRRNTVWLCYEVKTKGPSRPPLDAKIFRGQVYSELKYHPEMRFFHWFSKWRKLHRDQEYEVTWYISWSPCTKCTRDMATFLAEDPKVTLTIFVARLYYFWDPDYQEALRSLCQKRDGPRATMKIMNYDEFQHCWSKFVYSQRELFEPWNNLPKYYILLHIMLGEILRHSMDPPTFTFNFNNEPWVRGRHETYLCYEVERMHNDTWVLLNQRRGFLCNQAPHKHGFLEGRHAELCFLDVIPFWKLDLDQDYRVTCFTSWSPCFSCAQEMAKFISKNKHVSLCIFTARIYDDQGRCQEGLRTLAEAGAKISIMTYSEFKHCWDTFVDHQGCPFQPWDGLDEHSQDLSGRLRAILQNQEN
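Read-out is eYFP fluorescence (Ex 488/Em 500-530) from Vif-expressing HeLa A3G-eYFP cells; more signal means A3G escaped Vif-mediated degradation. Cells plated overnight, compound pinned in, incubated overnight at 37 deg C.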
Vif-A3F inh – Vif-A3F binding inhibition; HeLa A3F-eYFP + Vif (tagged APOBEC3F with the HIV-1 protein that degrades it), YFP fluorescence increase; Potency, µM (top dose mostly 46.1 µM), inactives show at the highest dose activity, negative = active; 390,000 tested, 0.2% active; note: potency is the fitted concentration of half-maximal effect; % of control where 0% means no effect; nearly all actives have a fitted effect of over 65% in size
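Fluorescence increase (Ex 488/Em 500-530) after overnight compound treatment at 37 deg C flags inhibition of Vif-driven A3F-eYFP loss in stable HeLa A3F-eYFP/Vif cells seeded overnight beforehand.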
LDHA block – blocks human lactate dehydrogenase A | AID 1347041 | purified LDHA, NADH/diaphorase-resazurin fluorescence; active compounds read low | P00338 | 480,000 tested, 0.15% active | activity change, % (values are at about 110 or 230 µM); in the data active = activity change below about -30%; inconclusive = mostly about -25% to -30%;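 note: plate controls were DMSO wells for no effect and wells without enzyme for full effect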
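LDH5 2 nM; NADH 0.06 mM, pyruvate 0.2 mM; 200 mM Tris pH 7.4, EDTA, Tween-20; 5 min RT. Detection: diaphorase 0.133 mg/mL + resazurin 37 µM, fluorescence ex540/em590 at 0 and 20 min; normalized to enzyme-free and DMSO wells.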
12-LOX inh – inhibitors of human 12S-lipoxygenase ALOX12; purified 12hLO, xylenol orange hydroperoxide absorbance; Potency, µM (series often up to 108 µM), without a hit: at the top dose activity change, negative = inhibition, most hits filed as inhibitors; 580,000 tested, 1.1% active; AID 1671190; note: potency is the fitted concentration of half-maximal effect; % is set by controls: 0 for no effect and ±100 for the full control effect
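Hydroperoxide product was detected by ferrous iron/xylenol orange as the 573 to 405 nm absorbance ratio. Arachidonic acid at 40 uM (final) was turned over for 30 min at room temperature by 150 nM human 12hLO, pH 7.0 Hepes buffer, after 15 min compound preincubation.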
Active calls of the source: *; i = inactive; ? = inconclusive; . = not tested or not shown; & = joins results of further samples; [ ] = dose if it differs, or a comment. Unless noted, calls come from the whole dose curve; as a rule, active = well fitted curve in the direction sought with a large enough effect; inconclusive = small, poorly fitted or top-dose-only effect, or another doubt; inactive = no such curve, though single readings can be large; an effect the other way counts as inactive or inconclusive. This is a subset; the hit share may differ from the screen's.

SMILES	GRP78 ERSR act	ERG Ets-DNA blk	D2 antag	RGS4 inh	D2 agonist	Vif-APOBEC3G blk	Vif-A3F inh	LDHA block	12-LOX inh
CCOC(=O)C1=C(N)OC2=C(C(=O)CC(C)(C)C2)C1c1ccoc1 (stereo not drawn)	-6%	-3%	1	-2%[11.4 µM]	-1.0	-1%	-8%	18	14%
CCOc1ccccc1NS(=O)(=O)c1ccc2[nH]c3c(c2c1)CCCCC3	-4%	1%	.	-24%	0.1	-3%	-2%	7	-27%
CCc1cccc(C)c1NC(=O)CSc1nnc(Cc2csc(C)n2)o1	-4%	-3%	11	13%	0.1	-2%	-50%	-6	-23%
CC(C)OC(=O)CSc1nc2ncccc2[nH]1	0%	-2%	6	-29%	-0.2	1%	1%	1	-3%
COc1ccc(C(=O)NCCc2nc3cc([N+](=O)[O-])ccc3n2C)cc1	0%	-7%	-9	6%	-1.0	2%	1%	1	i
CN(C)CCOc1ccc2c(c1)Sc1ccccc1CC2=O	-3%	9%	.	-8%	.	0%	7%	0	-27%
O=C(NCC(c1cccnc1)N1CCN(c2ccc(F)cc2)CC1)OCc1ccccc1 (stereo not drawn)	-2%	-6%	-1	2%	0.2	1%	-2%	-3	i
CCOc1ccc(C(C)C)cc1S(=O)(=O)Nc1cccc(-c2ccc(N3CCOCC3)nn2)c1	-1%	3%	.	-9%	-0.1	2%	-9%	0	-5%
CC(C(=O)NCc1cccnc1)N1C(=O)c2ccccc2C1=O (stereo not drawn)	-2%	10%	-1	12%	1.5	-1%	-8%	-1	4%
O=C(CCC(=O)N(CC(=O)NC1CCCCC1)c1ccc2c(c1)OCO2)Nc1ccccn1	0%	7%	.	-33%	.	0%	-2%	4	8%
CCOC(=O)C1CCCN(C(=O)CSc2ccccc2)C1 (stereo not drawn)	3%	-4%	4	-9%	-0.1	-1%	1%	-2	7%
COc1ccc(S(=O)(=O)Nc2ccc3c(c2)CC(=O)N([C@@H](C)CO)C[C@H](C)[C@@H](CN(C)S(=O)(=O)c2ccc(F)cc2)O3)cc1	0%	7%	.	7%	.	-2%	4%	0	?
CCOc1ccc(NC(=O)c2oc3ccccc3c2NC(=O)Cc2cccc(C)c2)cc1	-1%	2%	.	6%	0.0	-6%	4%	0	-17%
CCCOC1(NC(=O)c2ccccc2)C(C)=CC(=O)C=C1C	-5%	1%	-1	-11%	0.3	1%	1%	10	3%
CN(C)S(=O)(=O)c1cccc(NC(=O)CSc2nncn2-c2ccccc2)c1	-1%	12%	11	-7%	0.4	8%	0%	-1	-6%
Nc1ccccc1SSc1ccccc1N	-5%	-3%	.	?	.	-27%	-4%	-5	?
O=C(COC(=O)c1ccc([N+](=O)[O-])cc1Cl)NCc1ccco1	3%	-8%	-5	-20%	0.0	1%	1%	0	-9%
CCOc1ccc2c(c1)-c1c(ssc1=S)C(C)(C)N2C	-5%	-16%	-5	?	-0.4	-1%	0%	1	?
Cc1ccc(C(=O)Nc2ccccc2-c2ccccc2)cc1[N+](=O)[O-]	-3%	-6%	-4	10%	-0.3	-2%	-2%	-5	0%
CCc1ccc(N(C(=O)c2snc(C(N)=O)c2N)C(C(=O)NCCC(C)C)c2c[nH]c3ccccc23)cc1 (stereo not drawn)	-2%	-5%	4	-5%	0.0	0%	2%	-5	-30%
Cc1nn(-c2ccccc2)c(OC(=O)C(C)(C)C)c1Sc1ccccc1	-4%	-6%	.	?	0.0	0%	0%	5	?
CCCc1nn2c(=O)cc(CSCC(=O)Nc3nnc(C(C)C)s3)nc2s1	-2%	-3%	2	-6%	-0.4	0%	-8%	-2	-7%
COC(=O)c1c(C(=O)OC)c(-c2cccc(C)c2)n2c1CS(=O)C2 (stereo not drawn)	-2%	-4%	-8	?	0.8	0%	-18%	-2	-11%
O=C(CCC1CCCC1)Nc1cc(C(F)(F)F)ccc1N1CCOCC1	-5%	-26%	-4	-14%	-1.4	-2%	-22%	0	0%
O=C(Nc1ccccc1-c1ccccc1)NC1CCN(C(=O)N2CCOCC2)CC1	-2%	4%	-4	34%	0.1	1%	.	-1	-18%

(list continues)
SMILES	GRP78 ERSR act	ERG Ets-DNA blk	D2 antag	RGS4 inh	D2 agonist	Vif-APOBEC3G blk	Vif-A3F inh	LDHA block	12-LOX inh
O=C(CSc1nc(=O)[nH]c2c1CCCC2)Nc1ccc(F)cc1F	-3%	-5%	-7	4%	-0.9	1%	2%	-3	-3%
Cn1cc(CCNCc2cn[nH]c2-c2ccc(-c3ccccc3)cc2)cn1	4%	2%	.	13%	.	0%	4%	-3	5%
Cc1ccc(NC(=O)CCNC(=O)c2ccco2)cc1Cl	3%	15%	36*	-2%	-0.4	-9%	-5%	-5	17%
CC(=O)N1CCN(C(=O)c2cccc(S(=O)(=O)NCc3ccccc3)c2)CC1	-1%	-13%	.	-12%	-0.1	2%	1%	-5	-2%
CCOc1ccccc1C(=O)Nc1cc(C)ccc1NC(=O)c1ccco1	0%	10%	-15	5%	-1.2	-5%	-9%	-5	0%
O=C(NCCn1cccn1)C1CCC(=O)N(CCc2ccc(Cl)cc2)C1 (stereo not drawn)	0%	-5%	.	-24%[56.9 µM]	.	3%	-5%	-1	12%
Cc1c(C(=O)c2cccc([N+](=O)[O-])c2)c2ccccn2c1CCC#N	-5%	11%	11	-11%	-0.2	0%	20%	-2	-29%
CCCCC(=O)NNC(=S)NC(=O)c1ccc(C)cc1	6%	-7%	11	?	11	3%	1%	-1	?
COCc1cc(CNC(=O)C2CCC(=O)N(Cc3ccccc3OC)C2)[nH]n1 (stereo not drawn)	-3%	-7%	-4	11%	0.2	-2%	1%	0	?
CC(=O)Nc1ccc(Nc2ncnc3c2cnn3-c2ccccc2)cc1	2%	6%	-6	-28%	1.1	-20%	1%	-5	-2%
Cc1ccc(C)c(N2CC(O)(c3cccs3)[N+]3=C2CCCC3)c1 (stereo not drawn)	-1%	15%	-4	1%	-0.1	0%	24%	-7	-4%
CCOC(=O)C1(Cc2cccc(OC)c2)CCN(Cc2cccc3c2OCO3)CC1	-4%	-4%	1	-37%	1.8	-1%	-6%	-1	-6%
Clc1ccc(N2CCN(/N=C/c3ccncc3)CC2)cc1	-1%	-8%	-8	-3%	-0.1	2%	5%	-5	?
CCOC(=O)C1=C(COC(=O)c2cccc(Br)c2)NC(=O)NC1C (stereo not drawn)	-2%	-9%	.	11%	.	1%	5%	0	-20%
Cc1ccc(Nc2nc(C(=O)N3CCC(C(=O)NCc4ccccc4)CC3)cs2)cc1	0%	6%	8	16%	0.0	-1%	10%	-8&2	-15%&-19%
COc1ccc(S(=O)(=O)N2CCCCC2)cc1NC(=O)c1ccc2ccccc2n1	1%	12%	-4	7%	0.2	-3%	-11%	-2	-2%
CCOCCCNC(=S)N1CCN(CC)CC1	-2%	-14%	6	-1%[11.4 µM]	0.4	-5%	2%	-17	?
Cc1ccc(NC2CCCN(C(=O)C3CCCCC3)C2)cc1C (stereo not drawn)	0%	0%	.	22%	.	2%	-11%	5	-11%
CC(=O)c1cccc(OCC(=O)Nc2cc(S(=O)(=O)N3CCOCC3)ccc2N2CCCC2)c1	-6%	-4%	-1	6%	0.3	0%	2%	-5	-22%
CC(C)c1c(O)nc(SCCN2CCOCC2)[nH]c1=O	1%	.	12	-4%	-1.2	3%	4%	4	-16%
CC(C)C(NS(=O)(=O)c1ccccc1F)C(=O)N1CCc2ccccc2C1 (stereo not drawn)	-5%	-7%	-18	-7%	2.7	0%	-4%	-3	-2%
Cc1ccc(S(=O)(=O)c2cc3c(=O)n4ccccc4nc3n(CC3CCCO3)c2=N)cc1C (stereo not drawn)	-7%	2%	-9	-10%	-1.3	1%	1%	2	3%
COc1ccc(Cl)cc1NC(=O)/C=C\C(=O)O	-3%	-7%	-4	-23%	0.6	-3%	-15%	2	-8%
CCOC(=O)C(CC)Sc1nc2c(cnn2-c2ccc(F)cc2)c(=O)[nH]1 (stereo not drawn)	-6%	-1%	11	-12%	-1.2	-1%	3%	-7	0%
Cc1cc(C)c(NC(=O)CN(C)CC(=O)N(C)CC(=O)Nc2c(Cl)cccc2Cl)c(C)c1	2%	12%	-5	-13%	-0.5	1%	-9%	-1	277%[activator]
O=C(CCc1ccccn1)N1CCCC(CNS(=O)(=O)c2cccs2)C1 (stereo not drawn)	-3%	-11%	-4	-24%	0.5	-3%	-14%	0	-21%
CCOC(=O)C(NC(=O)CC)(Nc1sc2c(c1C(=O)OC)CCN(C)C2)C(F)(F)F (stereo not drawn)	-5%	-3%	-7	27%	0.3	0%	-8%	-6	16%
CCOc1ccc(N2CC(O)(c3cccs3)[N+]3=C2CCCC3)cc1 (stereo not drawn)	-3%	-1%	19	-12%	-0.1	-1%	-2%	-4	-19%
O=C(O)CSc1nnc(-c2cc3ccccc3o2)n1-c1ccccc1	-1%	-2%	-2	37%	0.5	2%	-10%	-7	-15%

Filtered by structure: the compounds so far with a COOH group
SMILES	GRP78 ERSR act	ERG Ets-DNA blk	D2 antag	RGS4 inh	D2 agonist	Vif-APOBEC3G blk	Vif-A3F inh	LDHA block	12-LOX inh
COc1ccc(Cl)cc1NC(=O)/C=C\C(=O)O	-3%	-7%	-4	-23%	0.6	-3%	-15%	2	-8%
O=C(O)CSc1nnc(-c2cc3ccccc3o2)n1-c1ccccc1	-1%	-2%	-2	37%	0.5	2%	-10%	-7	-15%
